# Assay outcomes (PubChem)
# PKM2 activator – increases activity of human pyruvate kinase M2; P14618; purified PKM2, Kinase-Glo ATP luminescence, activation; response scale: 0% is enzyme alone, no compound; Potency, µM (titrated, usually from 57.5 µM), inactives show top-dose activation, hits mostly activators; 260,000 tested, 0.34% active; note: potency is the fitted concentration of half-maximal effect; % is set by controls: 0 for no effect and ±100 for the full control effect; nearly all actives have a fitted effect of over 55% in size
# Target sequence (P14618 whole entry, looked up): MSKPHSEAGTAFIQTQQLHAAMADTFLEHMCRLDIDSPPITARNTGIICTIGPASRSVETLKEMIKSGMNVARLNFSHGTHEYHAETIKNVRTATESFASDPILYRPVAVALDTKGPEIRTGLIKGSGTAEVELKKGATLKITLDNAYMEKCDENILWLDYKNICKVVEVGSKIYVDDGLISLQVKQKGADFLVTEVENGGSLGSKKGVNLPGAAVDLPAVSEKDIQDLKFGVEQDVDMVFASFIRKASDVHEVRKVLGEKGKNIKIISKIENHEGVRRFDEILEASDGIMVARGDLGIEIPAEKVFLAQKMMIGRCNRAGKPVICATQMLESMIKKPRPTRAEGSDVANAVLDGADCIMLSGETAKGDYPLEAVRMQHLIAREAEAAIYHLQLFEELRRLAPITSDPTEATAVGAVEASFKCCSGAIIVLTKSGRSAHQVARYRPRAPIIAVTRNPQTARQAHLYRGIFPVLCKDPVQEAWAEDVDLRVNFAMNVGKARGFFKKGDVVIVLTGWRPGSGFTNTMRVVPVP
#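 hPK-M2, >95% pure; 0.1 mM ADP / 0.5 mM PEP final; imidazole pH7.2 buffer w/ 7 mM MgCl2, 50 mM KCl; 1 h RT; Kinase-Glo lum. Intermediate enzyme activity for dual inhibitor/activator qHTS.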
# FLuc counter – inhibits or activates purified firefly luciferase, miR-21 counter-screen; P08659; purified FLuc, Km substrates, luminescence inhibition; Potency, µM (doses to about 57.5 µM), for the others: at the top dose activity change, negative = inhibition, most hits filed as inhibitors; 360,000 tested, 6.9% active;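 note: potency is the fitted concentration of half-maximal effect; plate controls were vehicle for no effect and reference inhibitor for full effect; nearly all actives have a fitted effect of over 55% in size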
#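 Biochemical qHTS of compounds, final roughly 60 µM downward over six points, against 10 nM purified firefly luciferase using Km concentrations of substrates (10 uM D-luciferin, 10 uM ATP) in Tris acetate pH 7.5 buffer; luminescence output.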
# Mito fusion act – inhibitors of mitochondrial division or activators of mitochondrial fusion. Potency, µM (highest dose often 46.1 µM), for the others: at the highest dose growth rescue (activation), most hits filed as activators. 320,000 tested, 0.23% active. S. cerevisiae fusion-defective mutant growth rescue, CellTiterGlo 48 h;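 note: potency is the fitted concentration of half-maximal effect; % of control where 0% means no effect; nearly all actives have a fitted effect of over 45% in size; temperature-sensitive fusion mutants such as fzo1-1 at 37 °C on non-fermentable ethanol glycerol medium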
#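 Temperature-sensitive fusion-defective S. cerevisiae (e.g. fzo1-1, mgm1-5) were grown with compound in YPEG medium (3% ethanol, 3% glycerol) for 48 hours at 37C. Growth rescue was measured as viability by CellTiterGlo luminescence after 10 minutes at ambient.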
# Rab9 promoter act – activators of Rab9 promoter | 320,000 tested, 2.8% active | AID 485297 | Potency, µM (highest dose often 9.22 µM), inactives show at the top dose activation, negative = inhibition, usual class: activators | Huh7 Rab9 promoter-luciferase reporter, luminescence, 24 h; note: potency is the fitted concentration of half-maximal effect; % of control where 0% means no effect; nearly all actives have a fitted effect of over 60% in size
#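 Rab9 promoter-driven luciferase in stably transfected Huh7 cells; 1500 cells/well rested 2 h, exposed to compound in DMSO for 24 h at 37 °C, 5% CO2. Luminescence read 10 min after adding luciferase reagent at ambient temperature.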
# Gal4-VP16 FLuc – counter-screen for ROR gamma inhibitors: Gal4-VP16 reporter; 310,000 tested, 3.5% active; AID 2546; Potency, µM (titrated, usually from 53.6 µM), for inactives: at the highest dose activity, negative = inhibition, hits mostly inhibitors; Drosophila S2 Gal4-VP16 UAS-luciferase, luminescence, 20 h;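 note: Gal4-VP16 expression switched on by copper sulfate through the metallothionein promoter; potency is the fitted concentration of half-maximal effect; % is set by controls: 0 for no effect and ±100 for the full control effect; nearly all actives have a fitted effect of over 50% in size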
# MBNL1-CUG inh – blocks human MBNL1 binding to CUG repeat RNA | Q9NR56 | TR-FRET MBNL1-His/biotin-(CUG)12 binding, 665/545 ratio | Potency, µM (doses to about 57.5 µM), for the others: at the highest dose activity change, negative = inhibition, actives largely listed as inhibitors | 280,000 tested, 0.036% active; active = well fitted inhibition curve with a large enough effect in the signal ratio, with a control signal flat, not every such curve was filed as active; inconclusive = small, poorly fitted or top-dose-only effect, or effect the other way, or a change in a side signal; inactive = no such curve, though single readings can be large or run the other way; the % refers to the signal ratio; note: potency is the fitted concentration of half-maximal effect; % is set by controls: 0 for no effect and ±100 for the full control effect
#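 TR-FRET between His-tagged MBNL1 and biotin-(CUG)12 RNA, detected with Tb anti-His antibody (0.055 ng/ul) and streptavidin-XL665 (5 nM), 60 min at room temperature. Compounds titrated 92 nM to 58 uM; 665/545 nm ratio normalized to buffer and complex controls.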
# RORg inh – ROR gamma (mouse) transcription inhibition | P51450 | AID 2551 | Drosophila S2 Gal4-RORgamma UAS-luciferase reporter, 20 h | Potency, µM (titrated, usually from 53.6 µM), for inactives: at the highest dose activity change, negative = inhibition, usual class: inhibitors | 310,000 tested, 5.4% active; note: potency is the fitted concentration of half-maximal effect; % is set by controls: 0 for no effect and ±100 for the full control effect; nearly all actives have a fitted effect of over 60% in size
# Target sequence (P51450 whole entry, looked up, the tested form may be a part): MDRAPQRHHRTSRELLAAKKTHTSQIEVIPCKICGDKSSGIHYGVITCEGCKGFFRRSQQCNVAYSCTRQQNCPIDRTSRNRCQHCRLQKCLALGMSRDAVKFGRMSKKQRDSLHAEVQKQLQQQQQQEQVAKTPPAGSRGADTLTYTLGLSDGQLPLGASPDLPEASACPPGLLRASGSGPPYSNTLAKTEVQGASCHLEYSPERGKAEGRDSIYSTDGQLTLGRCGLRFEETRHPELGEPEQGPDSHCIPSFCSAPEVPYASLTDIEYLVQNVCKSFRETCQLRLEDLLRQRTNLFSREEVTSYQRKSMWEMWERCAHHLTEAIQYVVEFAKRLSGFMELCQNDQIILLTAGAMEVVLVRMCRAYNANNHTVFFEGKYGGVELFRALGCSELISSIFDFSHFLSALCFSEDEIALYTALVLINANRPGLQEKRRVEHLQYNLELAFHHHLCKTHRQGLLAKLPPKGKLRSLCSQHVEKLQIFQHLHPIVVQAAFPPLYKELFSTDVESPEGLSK
#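 Schneider cells (Drosophila), stable Gal4 DBD–ROR gamma + UAS-luc; 1 hr cmpd preincubation; Cu2+ induction 700 uM final; 20 hr ambient; luminescence.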
# NPC1 promoter act – NPC1 promoter activation; Huh7 NPC1 promoter luciferase reporter, 24 h; Potency, µM (series often up to 9.22 µM), inactives show top-dose activation, actives largely listed as activators; 320,000 tested, 2.4% active;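 note: potency is the fitted concentration of half-maximal effect; % of control where 0% means no effect; nearly all actives have a fitted effect of over 60% in size; reporter is driven by a mutant NPC1 promoter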
#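 Luciferase expression driven by the NPC1 promoter was measured in stably transfected Huh7 cells after a 24 h compound incubation, using a luciferase reagent and a luminescence read.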
# KCNH2 3.1 block – inhibitors of human KCNH2 3.1 potassium channel isoform. U2OS KCNH2 3.1, thallium flux FluxOr; stronger effect = lower value. 340,000 tested, 0.95% active. activity change, % (tested at about 1.8 µM);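 active = maximum activity change below -70%; inconclusive = maximum activity change from -70% to -50%; inactive = maximum activity change above -50%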;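 note: thallium influx rate constant from kinetic fluorescence after stimulation buffer; % is set by controls: 0 for no effect and ±100 for the full control effect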
#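 FluxOr-based Tl+ influx in U2OS cells transduced with KCNH2 3.1 virus; rate constants normalized to DMSO controls.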
# Menin-MLL TR inh – displaces Texas Red mutant MLL peptide from human menin; Potency, µM (series often up to 61.6 µM), inactives show at the highest dose FP activity change, negative = inhibition, usual class: inhibitors; 270,000 tested, 0.23% active; O00255; Menin + Texas Red MLL mutant peptide, fluorescence polarization; active = well fitted inhibition curve with a large enough effect in the polarisation, with a control signal flat, not every such curve was filed as active; inconclusive = small, poorly fitted or top-dose-only effect, or effect the other way, or a change in a side signal; inactive = no such curve, though single readings can be large or run the other way; the % refers to the polarisation; note: potency is the fitted concentration of half-maximal effect; % of control where 0% means no effect; many of its hits are not listed in these tables
# ELG1 repair inh – ELG1-dependent DNA repair inhibition; HEK293T ELG1-luciferase reporter, luminescence, 16 h; DNA damage induced by 5-fluorouridine; Potency, µM (series often up to 46.1 µM), for the others: at the top dose activity change, negative = inhibition, most hits filed as inhibitors; 330,000 tested, 2.3% active; AID 504467; note: potency is the fitted concentration of half-maximal effect; % is set by controls: 0 for no effect and ±100 for the full control effect; nearly all actives have a fitted effect of over 55% in size
#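 DMSO vehicle served as the neutral condition. Each well held 2,000 cells given 5-fluorouridine plus compound; after 16 hr at 37 °C/5% CO2, ONE-Glo was added and luciferase measured 30 min later.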
# * = called active by the depositor; ? = inconclusive; . = not tested or not shown; [ ] = dose if it differs, or a comment. Unless noted, calls come from the whole dose curve; as a rule, active = well fitted curve in the direction sought with a large enough effect; inconclusive = small, poorly fitted or top-dose-only effect, or another doubt; inactive = no such curve, though single readings can be large; an effect the other way counts as inactive or inconclusive. Only part of the results is shown, so the mix of outcomes need not match the whole.
compound | PKM2 activator | FLuc counter | Mito fusion act | Rab9 promoter act | Gal4-VP16 FLuc | MBNL1-CUG inh | RORg inh | NPC1 promoter act | KCNH2 3.1 block | Menin-MLL TR inh | ELG1 repair inh
COC(=O)C(=Cc1ccc(-c2ccsc2C(=O)OC)o1)C(=O)OC | 7% | 11µM* | -10% | 21% | -8% | 13% | ? | 7% | -4 | . | 29%
CCCCCCCC1CC(/C(C)=N/NC(N)=O)OC1=O (centres undefined) | -5% | 0% | 0% | -5% | -8% | -1% | -5% | -2% | -6 | 1% | -1%
O=C(Nc1cccc(C(=O)N2CCN(Cc3ccccc3)CC2)c1)c1ccccc1 | ? | -19% | 4% | 4% | -14% | -3% | ? | -1% | -3 | -12% | 21µM*
Cc1nn2c(NCc3cccnc3)c3c(nc2c1-c1ccccc1)CCC3 | 13% | ? | -7% | -7% | 5% | -8% | 10% | -3% | -4 | . | -30%
COc1ccc(/C=C2\C(=O)c3ccccc3OC2c2ccccc2)cc1 (centres undefined) | 0% | -17% | 9% | -21% | 17% | -1% | 44% | -30% | -6 | . | 23µM*
COc1ccc(S(=O)(=O)N2CCC(C(=O)N3CCCC3)CC2)cc1 | -1% | 2% | 0% | 6% | 3% | 1% | -10% | 2% | 12 | -1% | -5%
COc1ccc(NC(=O)/C(Cl)=C(/Cl)S(=O)(=O)Cc2ccccc2)cn1 | 1% | 4% | -24% | -43%[inhibitor] | 3.2µM* | -2% | ? | -34%[inhibitor] | 9 | 0% | 18µM*
Cc1ccnc2nc(C(=O)Nc3nnc(CC(C)C)s3)nn12 | 1% | 4% | -3% | -2% | 2% | 7% | 20% | 0% | -5 | -4% | 13%
O=C(CCNC(=O)c1ccc(Cl)cc1)Nc1ccc(S(=O)(=O)N2CCCCC2)cc1 | . | 2% | -4% | -6% | . | . | . | -4% | -4 | . | 15%
Cc1cccc(C(=O)N/C(=C\c2ccc(C)o2)C(=O)O)c1 | 5% | 6% | -1% | -4% | -3% | -5% | 24% | 1% | -2 | . | -2%
COC(=O)c1ccc2c(=O)n(CCCCCC(=O)NCc3ccc4c(c3)OCO4)c(=O)[nH]c2c1 | 1% | -1% | -1% | -3% | -13% | -5% | -2% | 3% | -13 | ? | -5%
Cc1ccc(C(=O)NCCSC2CCCCC2)cc1S(=O)(=O)Nc1ccccc1 | -2% | 5% | 0% | 19% | -12% | 4% | ? | -5% | 9 | 8% | ?
Cc1c(NS(=O)(=O)c2cc(C(=O)NCCc3ccc(F)cc3)cc(Cl)c2Cl)c(=O)n(-c2ccccc2)n1C | . | 1% | -4% | -2% | . | . | . | -5% | 4 | . | -6%
O=C(CSc1ccc2c(c1)OCCO2)NC(=O)Cc1ccccc1 | 29% | -4% | 0% | -3% | 10% | -13% | 8% | -1% | 0 | 3% | 6%
COC(CN1C(=O)C(=O)/C(=C(/O)c2ccccc2)C1c1ccccn1)OC (centres undefined) | 2% | 2% | -2% | 1% | -12% | 6% | 9% | -2% | -6 | 11% | 8%
O=c1c(-c2ccc(O)cc2)coc2c([C@@H]3O[C@H](CO)[C@@H](O)[C@H](O)[C@H]3O)c(O)ccc12 | . | 1% | -6% | 0% | . | . | . | -3% | 1 | . | 27%
CCOc1ccc(OCCN2C(=O)c3ccccc3C2=O)cc1 | 3% | -15% | -1% | -4% | ? | ? | -25% | -2% | 44 | . | 8.2µM*
O=C(N/N=C/c1coc2ccc(Cl)cc2c1=O)c1ccncc1 | -2% | 1% | 4% | 4% | 2% | -5% | -5% | 1% | 11 | 14% | 16µM*
CCOc1ccccc1CN1CCCC(CNC(=O)Cc2ccc(OC)cc2)C1 (centres undefined) | 0% | -1% | -1% | 1% | -1% | -12% | -2% | 1% | -13 | -16% | ?
CCOc1ccc(CN(CC)C(=O)Cc2c[nH]c3ccccc23)cc1OC | 2% | -1% | 10% | -4% | -9% | -2% | 33% | 7% | -2 | -14% | -6%

compound | PKM2 activator | FLuc counter | Mito fusion act | Rab9 promoter act | Gal4-VP16 FLuc | MBNL1-CUG inh | RORg inh | NPC1 promoter act | KCNH2 3.1 block | Menin-MLL TR inh | ELG1 repair inh
CC(c1ccco1)N(C(=O)c1ccc(Cl)c([N+](=O)[O-])c1)c1ccccn1 (centres undefined) | 4% | 0% | -1% | 0% | ? | 14% | -27% | -2% | 22 | -24% | -11%
CCOc1ccccc1N(C)S(=O)(=O)c1ccc2c(c1)CCN2C(=O)CCC(=O)O | . | 0% | 3% | -7% | -4% | -7% | -13% | 2% | -13 | -9% | -4%
COC(=O)c1[nH]c2cccc(OC)c2c1NC(=O)CN1CCOCC1 | 1% | 0% | 8% | 2% | -2% | -2% | -6% | -3% | 5 | 16% | -2%
CN(c1ccccc1)c1ccc(/C=N/N2CCOCC2)cc1 | -15% | 1.7µM* | 0% | 1.3µM* | -4% | ? | 30% | 1.8µM* | -2 | 0% | ?
COc1cc(/C=N/NC(=O)C(=O)NCC2CCCO2)ccc1O (centres undefined) | -1% | -2% | -7% | -1% | 1% | 8% | -3% | -2% | 12 | 1% | 12%
CSc1ncccc1C(=O)N1CCCC(CCC(=O)NCc2ccccc2F)C1 (centres undefined) | 10% | -3% | 7% | -4% | 3% | -9% | -1% | -1% | 14 | -10% | -5%
CC(C(=O)c1ccccc1)[n+]1cccc(Br)c1 (centres undefined) | . | -2% | 7% | -2% | -9% | 4% | -6% | -3% | 3 | -9% | -2%
CCOc1ccc(NC(=O)Cn2nnc(-c3ccc(C(N)=O)cc3)n2)cc1S(=O)(=O)N1CCCC1 | . | 6.7µM* | -3% | 13% | . | . | . | -3% | 2 | . | ?
CC1CCN(C(=O)COC(=O)c2ccc3c(c2)OCO3)CC1 | -2% | 17µM* | -2% | 3.5µM* | -13% | . | -11% | ? | 4 | -12% | ?
O=C(CN(Cc1ccc2c(c1)OCO2)C(=O)CNS(=O)(=O)c1ccccc1)NCc1ccco1 | 4% | 4% | -4% | 1% | . | 1% | -12%[0.365 µM] | -5% | 3 | 16% | 9%
CC(=O)Nc1ccc(N=Cc2ccc(OCc3ccccc3)cc2)cc1 | -3% | 24µM* | 0% | 0% | -15% | -3% | 1% | -3% | 9 | 18% | ?
COc1cccc(/C=N/NC(=O)CNC(=O)/C=C\c2ccccc2)c1O | . | 11µM* | -3% | -12% | 3.2µM* | 9% | 2.5µM* | -6% | -23 | . | 0%
CCOc1ccc(C(=O)N2CCN(S(=O)(=O)c3ccc4c(c3)OCCO4)CC2)cc1OCC | . | 11% | 2% | -7% | . | . | . | -3% | 5 | . | ?
Cc1cccc(OCC(=O)Nc2ccc3c(c2)OCCO3)c1 | 3% | 6µM* | 10% | 3.2µM* | 4% | 3% | 17% | ? | 7 | 17% | ?
CCCOc1ccc(C(=O)NCCCn2ccnc2)cc1 | -1% | -2% | -2% | 2% | -2% | 6% | 29% | 1% | -1 | -1% | 7%
c1ccc(CCc2ccccc2-c2nc(-c3ccccn3)no2)cc1 | -4% | ? | 5% | 0% | 21% | 6% | ? | 8% | -30 | 11% | -24%
O=C(COC(=O)c1ccc(Cl)nc1)Nc1ncc(Cl)cc1Cl | . | 1% | 0% | ? | 6% | 5% | -1% | ? | 11 | -1% | ?
CCC(C)(C)NC(=O)C(c1cccnc1)N(C(=O)c1csnn1)c1ccc(C)cc1 (centres undefined) | -1% | 2% | 10% | -1% | -1% | -10% | 33% | 0% | 8 | -17% | 10%
COc1ccc(NCCC(O)c2ccc(Cl)cc2)cc1 (centres undefined) | . | -4% | -7% | 5% | 7% | 20% | 10% | 1% | 2 | 9% | 3%
